Screening results (PubChem)
SENP1 inh = inhibitors of human SENP1 SUMO protease catalytic domain. Q9P0U3. recombinant SENP1 catalytic domain, CyPet-SUMO1-YPet FRET cleavage. inhibition, % at 10 µM. actives 0.21% (n = 360,000);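 active = inhibition at least 30% at 10 µM, raw YFP signal under a set limit, fluorescence ratio 0.5 to 1.5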;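 note: 0% = enzyme with DMSO and 100% = no enzyme wells; some results filed as inactive read as strong as hits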
Target sequence (Q9P0U3 419-644 limits assumed): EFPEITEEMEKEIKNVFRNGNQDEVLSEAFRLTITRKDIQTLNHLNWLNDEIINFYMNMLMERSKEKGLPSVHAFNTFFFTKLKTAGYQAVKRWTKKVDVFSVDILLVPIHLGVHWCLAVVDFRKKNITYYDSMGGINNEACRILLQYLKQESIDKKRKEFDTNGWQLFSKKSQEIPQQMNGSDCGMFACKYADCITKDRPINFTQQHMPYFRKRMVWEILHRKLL
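Material: hSENP1 catalytic domain, recombinant; medium: Tris pH 8 with BME, BSA, NP40 and catalase; compound: single concentration of 10 µM compound, 0.5% DMSO final; technique: FRET read of cyan and yellow fluorescence; timing: 50 min enzyme reaction, room temperature, light-protected; reagent: SFCypet-SUMO1-SFYpet substrate at 25 nM; control set: no-enzyme low, enzyme-DMSO high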
SENP8 block-1 = SENP8 (human) protease inhibition; inhibition, % at 20 µM; AID 602440; Q96LD8; recombinant SENP8, Nedd8 substrate fluorescence; actives 0.64% (n = 360,000); in the data active = inhibition mostly above about 40%, no sharp cut-off; inactive = mostly below about 27%
SENP7 block = blocks the human protease SENP7; recombinant SENP7, Z-RLRGG-aminoluciferin luminescence, 40 min; inhibition, % at 5 µM; actives 1.5% (n = 330,000);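 active = inhibition above about 50% at the single test dose, limit read from the data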;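 note: plate controls were DMSO with enzyme for no effect and no enzyme buffer wells for full effect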
Target sequence (Q9BQF6 706-1050 limits assumed): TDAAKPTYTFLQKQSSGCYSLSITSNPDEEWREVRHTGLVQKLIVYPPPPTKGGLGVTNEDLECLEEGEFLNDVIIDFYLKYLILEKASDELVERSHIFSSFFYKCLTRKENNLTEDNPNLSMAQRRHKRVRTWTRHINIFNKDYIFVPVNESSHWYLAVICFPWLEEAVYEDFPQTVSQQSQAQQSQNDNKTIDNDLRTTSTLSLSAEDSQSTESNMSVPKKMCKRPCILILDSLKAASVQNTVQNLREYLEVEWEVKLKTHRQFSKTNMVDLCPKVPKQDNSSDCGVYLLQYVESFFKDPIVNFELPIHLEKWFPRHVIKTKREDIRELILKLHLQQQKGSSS
APOBEC3G inh = APOBEC3G (human) deaminase inhibition | Q9HC16 | recombinant A3G, ssDNA deamination FAM/TAMRA fluorescence | inhibition, % at 20 µM | actives 0.28% (n = 330,000) | AID 493012;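 active = inhibition of at least 40% at 20 µM, with no more than 30% in the related APOBEC3A deaminase screen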;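 note: plate controls were DMSO wells with A3G for no effect and wells lacking A3G enzyme for full effect; some compounds called inactive have numbers as strong as hits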
SENP8 block-2 = SENP8 protease inhibition; purified SENP8, Z-RLRGG-aminoluciferin cleavage, luminescence; inhibition, % at 10 µM; actives 1.2% (n = 330,000); AID 2540; in the data active = inhibition above about 50%
Apaf1 inhib = blocks human Apaf-1 apoptosome activity; O14727; reconstituted apoptosome caspase-3 activity, DEVD-Rh110 fluorescence; inhibition, % at 20 µM; actives 0.71% (n = 330,000); active = inhibition of at least 40% at 20 µM;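 note: plate controls were DMSO wells for no effect and DEVD-CHO caspase inhibitor wells for full effect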
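System: reconstituted apoptosome with Apaf-1, cytochrome c, caspase-9, procaspase-3, dATP; Signal: Rh110 fluorescence intensity; Schedule: 30 min compound preincubation, 50 min activation, room temperature; Reagent: cytochrome c trigger plus (Z-DEVD)2-Rh110 caspase-3 substrate.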
SENP6 block = inhibitors of human SENP6 protease; Q9GZR1; Recombinant SENP6 catalytic domain, aminoluciferin luminescence; inhibition, % at 10 µM; actives 1.8% (n = 330,000); AID 2599;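 active = inhibition above about 50% at the single tested dose, limit read from the data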;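 note: plate controls were DMSO wells with enzyme for no effect and DMSO wells lacking enzyme for full effect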
Target sequence (Q9GZR1 628-1112 limits assumed): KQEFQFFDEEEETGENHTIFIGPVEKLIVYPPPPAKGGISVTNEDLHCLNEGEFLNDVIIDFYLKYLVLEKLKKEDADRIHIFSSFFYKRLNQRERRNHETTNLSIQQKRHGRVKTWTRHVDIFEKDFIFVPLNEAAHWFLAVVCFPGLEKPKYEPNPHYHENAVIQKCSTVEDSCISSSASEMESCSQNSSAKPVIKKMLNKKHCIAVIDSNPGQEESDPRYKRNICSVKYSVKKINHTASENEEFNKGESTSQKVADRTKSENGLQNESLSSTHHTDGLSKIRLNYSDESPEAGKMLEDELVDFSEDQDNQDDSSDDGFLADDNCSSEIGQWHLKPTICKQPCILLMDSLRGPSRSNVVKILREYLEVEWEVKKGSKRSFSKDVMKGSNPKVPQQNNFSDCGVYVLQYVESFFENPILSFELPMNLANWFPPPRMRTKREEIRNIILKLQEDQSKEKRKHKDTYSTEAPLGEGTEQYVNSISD
UBC13 inh = blocks human UBC13 polyubiquitin chain formation | P61088 | TR-FRET | inhibition, % at 20 µM | actives 0.47% (n = 330,000); in the data active = inhibition above about 45%, passing the limit was not always enough
Active calls of the source: *; · = not tested or not shown.

SMILES | SENP1 inh | SENP8 block-1 | SENP7 block | APOBEC3G inh | SENP8 block-2 | Apaf1 inhib | SENP6 block | UBC13 inh
COc1ccc(NC(=O)Cn2nnc(C(=O)NCc3ccc(C)cc3)c2N)cc1OC | 0 | 9 | 1 | -4 | -5 | -1 | -26 | -6
CC(C)CNC(=O)COC(=O)CCC(=O)c1ccc(Cl)cc1 | -2 | 2 | -11 | -6 | -14 | 5 | -10 | 17
NC(=O)CCC(NS(=O)(=O)c1ccc(Cl)cc1)C(=O)NCC1CCCCC1 (stereo unspecified) | -27 | -4 | -4 | -6 | 1 | 8 | 4 | -2
COC(=O)c1ccc(-c2noc(CN3C[C@H]4CC[C@H]3C4)n2)cc1 | 0 | 16 | -7 | -7 | -2 | -5 | -4 | 9
O=C(c1cccs1)N1CCN(c2ccc(Cl)cc2)CC1 | 0 | 8 | 0 | -7 | 7 | -3 | 2 | 6
S=C(NCc1ccccc1)N1CCN(C(=S)NCc2ccccc2)CC1 | 2 | 13 | -9 | 2 | 5 | 0 | -1 | -12
Cc1cc2nc(SCC(=O)N(C)C)c3c(c2cc1C)CCCC3 | -5 | -9 | -7 | -4 | -7 | 16 | -6 | 0
COc1cc(CCN2C(=O)c3cccc4cccc(c34)C2=O)c(S(=O)(=O)NCCO)cc1OC | 1 | -6 | -8 | -1 | 1 | 13 | 9 | -6
Cn1ncc2cc(NC(=S)NC(=O)c3ccccc3)ccc21 | -1 | -4 | 5 | -4 | 13 | 14 | 30 | 1
CCN(CC)Cc1c(C(=O)N/N=C/c2ccncc2)nnn1-c1nonc1N | 4 | 8 | 5 | 0 | 2 | 0 | 10 | -2
O=C1c2cccc3cccc(c23)C(=O)N1Cc1ccco1 | -1 | -106 | 1 | -6 | 2 | 4 | 2 | 14
Cc1cc(C)c(OCCN(C)Cc2ccccc2)c(Br)c1 | -1 | 10 | -4 | -4 | 1 | -9 | 24 | 7
CCC(C)NC(=O)CN(c1cc(C)cc(C)c1)S(=O)(=O)c1c(C)[nH]c(=O)[nH]c1=O (stereo unspecified) | 2 | 14 | 1 | 5 | -1 | -12 | 3 | 0
C=C(C)C(=O)OCC(C)C | 2 | -8 | 3 | -11 | 2 | -5 | -15 | 6
O=C(c1ccccc1)c1ccccc1NC(=O)C1CCCN1Cc1ccccc1 (stereo unspecified) | 0 | 10 | -7 | -3 | -4 | 16 | -27 | -1
COc1ccc(C(CNC(=O)COc2ccc(Cl)cc2C)N2CCCCC2)cc1 (stereo unspecified) | -2 | 22 | 2 | -7 | 1 | 11 | -5 | 12
Cc1ccc(C2CC(=O)NC(SCCC(C)C)=C2C#N)cc1 (stereo unspecified) | 1 | 6 | -3 | -8 | 1 | 15 | 8 | 9
Cc1cccc(N2C(=S)N=C(Nc3c(C)cccc3C)C23CCOC(C)(C)C3)c1 (stereo unspecified) | -2 | 11 | 1 | -5 | -10 | 17 | -16 | -4
COc1ccc(OC)c(NC(=O)CSc2nnc(CNC(=O)c3ccco3)o2)c1 | 1 | 16 | 0 | -9 | -9 | 3 | -4 | -11
COc1cc(CNC(C)c2ccccc2)cc(Br)c1OCc1ccccc1 (stereo unspecified) | 1 | 14 | 1 | -7 | -1 | 14 | -18 | 18
O=C(O/N=C(/c1ccccc1)c1ccncc1)c1ccccc1[N+](=O)[O-] | 4 | 19 | 4 | -10 | -1 | -9 | -6 | 6
COc1ccc(CCN2C(=O)NC(NS(=O)(=O)c3ccc(NC(C)=O)cc3)(C(F)(F)F)C2=O)cc1OC (stereo unspecified) | 0 | 10 | -7 | -3 | -9 | 2 | 5 | 0
O=C(CN(c1ccc(F)cc1)S(=O)(=O)c1ccc2c(c1)OCCO2)NCc1ccccn1 | 1 | 20 | -2 | -6 | -8 | 8 | -16 | -12
Cc1ccccc1NC(=S)NC(=O)c1cc(-c2ccccc2)nc2ccccc12 | 0 | 22 | -1 | -2 | 4 | 4 | 3 | -8
O=C(NNC(=O)C1CC(c2cccs2)=NO1)Nc1ccccc1 (stereo unspecified) | -2 | -2 | 2 | -2 | -1 | -2 | -6 | -4

Reprinted from the part before: 3 compounds; new compounds follow.
SMILES | SENP1 inh | SENP8 block-1 | SENP7 block | APOBEC3G inh | SENP8 block-2 | Apaf1 inhib | SENP6 block | UBC13 inh
O=C(CN(c1ccc(F)cc1)S(=O)(=O)c1ccc2c(c1)OCCO2)NCc1ccccn1 | 1 | 20 | -2 | -6 | -8 | 8 | -16 | -12
Cc1ccccc1NC(=S)NC(=O)c1cc(-c2ccccc2)nc2ccccc12 | 0 | 22 | -1 | -2 | 4 | 4 | 3 | -8
O=C(NNC(=O)C1CC(c2cccs2)=NO1)Nc1ccccc1 (stereo unspecified) | -2 | -2 | 2 | -2 | -1 | -2 | -6 | -4
COC(=O)c1cc(Nc2cc(C)c3ccc(O)cc3n2)cc(C(=O)OC)c1 | -4 | -398 | 8 | -3 | 6 | 1 | 3 | 3
COc1ccccc1NC(=O)c1ccc(NC2=NC3CS(=O)(=O)CC3S2)cc1 (stereo unspecified) | -1 | 14 | 12 | -7 | -2 | -1 | -8 | 19
CC(C)(C)C(=O)Nc1ccccc1N1CCN(C(=O)c2ccc(Cl)cc2)CC1 | 1 | 8 | 3 | -2 | -8 | 20 | -2 | -1
Cc1ccccc1CC1(CO)CCCN(C(=O)c2cc(-c3ccccc3)no2)C1 (stereo unspecified) | 0 | 8 | -5 | -6 | -7 | 19 | -5 | -2
COc1ccc2[nH]c(C)c(CCN(Cc3cccs3)C(=S)Nc3ccc(F)cc3)c2c1 | 49 | -104 | -2 | -5 | 1 | 14 | 4 | -31
CCOC(=O)Cc1cc(-c2ccc(O)cc2)nc2ccc3ccccc3c12 | 3 | -282 | -4 | -2 | -2 | 7 | 0 | 36
C#CCSc1nc2[nH]ncc2c(=O)[nH]1 | 0 | 1 | -4 | -11 | -4 | 1 | -28 | 9
CCN(CC(=O)Nc1ccc(NC(C)=O)cc1)C(=O)COc1ccccc1-c1ccccc1 | 1 | 18 | 4 | -1 | 0 | -3 | 10 | 4
Cc1ccc(OC(=O)c2ccc3snnc3c2)cc1 | 3 | 7 | 1 | -7 | -15 | -8 | 15 | -3
O=C(Nc1cccc(O)c1)c1cccc(S(=O)(=O)N2CCCCCC2)c1 | -1 | 1 | -4 | -5 | -12 | 11 | -11 | 3
Cc1ccc(N(CC(=O)NCc2ccccc2)C(=O)CCC(=O)Nc2nccs2)cc1 | -1 | -1 | 5 | -12 | -2 | -3 | -26 | 5
O=C(c1ccccc1)N1CCc2ccccc21 | 0 | 21 | 2 | -6 | -4 | -1 | -8 | 7
COc1cccc(/C=N/n2c(COc3ccccc3)n[nH]c2=S)c1OC | 2 | 22 | 2 | -1 | 2 | 7 | 2 | 6
Oc1ccccc1N1CCN(c2ccc3ccccc3n2)CC1 | 0 | -89 | 17 | -1 | 21 | 10 | 43 | 1
CCOCCN1CCN(C(=O)CN2CCCC2=O)CC1 | 2 | 0 | -2 | -12 | -6 | -7 | 11 | -10
CNc1c(NS(=O)(=O)c2ccc(Cl)cc2)c(=O)oc2ccccc12 | 2 | 5 | -5 | -6 | -4 | 5 | -18 | -4
CCC(C)(C)n1nnnc1CN1CCC(O)(c2cccc(C(F)(F)F)c2)CC1 | 3 | 12 | 11 | -2 | -4 | 0 | -1 | 0
CCN1CCN(C(=O)CSCc2nc(-c3ccc(OC)c(OC)c3)oc2C)CC1 | -5 | 6 | 3 | 0 | 5 | -2 | 8 | 0
CCS(=O)(=O)Nc1ccc(C2=NN(C(=O)c3ccco3)C(c3ccc(Cl)o3)C2)cc1 (stereo unspecified) | 0 | -91 | 2 | -3 | 12 | 11 | 9 | 14
CC(=O)c1cccc(NC(=O)c2ccc(CN3CCc4ccccc4C3)cc2)c1 | 2 | 22 | -1 | -3 | 9 | 7 | 12 | -2
CS(=O)(=O)Cc1ccc(C(=O)NNC(=O)c2cc(-c3ccccc3)n[nH]2)cc1 | 1 | 1 | 9 | -2 | -1 | -2 | -7 | 5
CCc1cccc(NC(=O)CN(C)S(=O)(=O)c2cccs2)c1 | 0 | -8 | 3 | -8 | -8 | 5 | -7 | -3
Cc1ccc(C(=O)CN2CCN(c3ccccn3)CC2)c(C)c1 | -10 | -10 | -5 | -10 | 3 | 10 | -11 | 0
CCn1c(=NC(=O)CSC(C)=O)sc2cc(F)ccc21 | -9 | 5 | 7 | -1 | -6 | 3 | -10 | 4
CC(Sc1ncn[nH]1)C(=O)c1c(N)n(C)c(=O)n(C)c1=O (stereo unspecified) | 0 | 6 | -12 | -5 | -11 | -1 | -4 | -14

Profiles as entered above. Order of values: SENP1 inh | SENP8 block-1 | SENP7 block | APOBEC3G inh | SENP8 block-2 | Apaf1 inhib | SENP6 block | UBC13 inh
`O=C(c1ccccc1)N1CCc2ccccc21` reads 0 | 21 | 2 | -6 | -4 | -1 | -8 | 7
`C#CCSc1nc2[nH]ncc2c(=O)[nH]1` reads 0 | 1 | -4 | -11 | -4 | 1 | -28 | 9
`COC(=O)c1cc(Nc2cc(C)c3ccc(O)cc3n2)cc(C(=O)OC)c1` reads -4 | -398 | 8 | -3 | 6 | 1 | 3 | 3

Going on with the list.
SMILES | SENP1 inh | SENP8 block-1 | SENP7 block | APOBEC3G inh | SENP8 block-2 | Apaf1 inhib | SENP6 block | UBC13 inh
CCC(=O)N1CCN(c2ccc(NC(=O)c3ccc(Br)o3)cc2)CC1 | -4 | 14 | -1 | -6 | -7 | -10 | -9 | 3
COc1ccccc1/C=C/C(=O)N1CCN(S(=O)(=O)c2cc(C)ccc2C)CC1 | 4 | -49 | -5 | -2 | 9 | 12 | 6 | 11
Cc1ccc(N2CN(CCC3=CCCCC3)CNC2=S)cc1 | 1 | 24 | -1 | -5 | -8 | 5 | -12 | -7
Cc1nn(Cc2ccc(C(=O)N3N=C(C(F)F)CC3(O)C(F)F)cc2)c(C)c1[N+](=O)[O-] (stereo unspecified) | 1 | 10 | -2 | -2 | -1 | -10 | -14 | 5
CCOc1ccc(C2C(C(=O)C3CC3)N3C=C(C#N)C=CC3C2(C#N)C#N)cc1 (stereo unspecified) | · | · | 3 | -5 | 4 | 9 | 22 | -4
CCCC/C(O)=C1\C(=O)CCCC1=NCCc1c(C)[nH]c2ccccc12 | -2 | 11 | -2 | -9 | -8 | -10 | -11 | 21
Cc1ccc(Nc2nc(NCCCN3CCOCC3)nc(N)c2[N+](=O)[O-])cc1C | 5 | 20 | -4 | -5 | -6 | 24 | -2 | 14
CC(=O)C1=C(C)N(Cc2ccccc2)C(=O)N[C@H]1CCc1ccccc1 | 2 | 9 | 7 | 12 | -2 | 11 | 10 | 10
COC(=O)c1sccc1-c1ccc(C(=O)Nc2cccc(Cl)c2)o1 | -1 | -178 | -6 | -7 | -12 | -1 | -19 | 26
COc1cccc(NC(=S)N(CCCN2CCCC2)Cc2cccn2Cc2ccc(Cl)cc2)c1 | 0 | 16 | 13 | -1 | -3 | -2 | -12 | 13
O=C(O)C1=C[C@H](c2csc3ccccc23)C[C@H](OCCCCO)O1 | 2 | -19 | 10 | 16 | -2 | 3 | -10 | -7
CCOC(=O)c1sc(NC(=O)c2ccccc2C(=O)O)c(C(=O)OCC)c1C | 0 | -13 | -6 | 0 | -5 | 3 | -2 | -11
O=C(CSc1ncc(C(=O)O)n1-c1ccc(F)cc1)NCc1ccc2c(c1)OCO2 | 4 | 13 | -7 | -6 | -7 | -7 | -17 | 1
